Compound activity (PubChem BioAssay)
AID inh: activation induced cytidine deaminase inhibition; Q9GZX7; AID deamination FRET fluorescence, UDG-coupled, 4 h; Potency, µM (series often up to 115 µM), without a hit: at the top dose activity change, negative = inhibition, hits mostly inhibitors; 91,000 compounds, 0.32% hits; note: nearly all actives have a fitted effect of over 25% in size
Target sequence (Q9GZX7 whole entry, looked up): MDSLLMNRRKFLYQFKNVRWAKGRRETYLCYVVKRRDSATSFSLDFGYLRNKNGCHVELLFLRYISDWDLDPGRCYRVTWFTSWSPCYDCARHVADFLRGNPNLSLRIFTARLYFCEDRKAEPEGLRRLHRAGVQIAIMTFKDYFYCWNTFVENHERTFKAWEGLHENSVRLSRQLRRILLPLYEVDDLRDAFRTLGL
UDG counterscr: UDG inhibition counter-screen; FRET deamination/UDG coupled assay, UDG read, 4 h; Potency, µM (highest dose often 115 µM), without a hit: at the top dose activity change, negative = inhibition, most hits filed as inhibitors; 91,000 compounds, 0.14% hits; note: nearly all actives have a fitted effect of over 65% in size
Active calls of the source: *; ? = inconclusive; & = joins results of further samples; [ ] = dose if it differs, or a comment. Calls come from the whole dose curve; as a rule, active = well fitted curve in the direction sought with a large enough effect; inconclusive = small, poorly fitted or top-dose-only effect, or another doubt; inactive = no such curve, though single readings can be large; an effect the other way counts as inactive or inconclusive. % is set by controls: 0 for no effect and ±100 for the full control effect; potency is the fitted concentration of half-maximal effect. This is a subset; the hit share may differ from the screen's.

SMILES	AID inh	UDG counterscr
COc1ccc2c(c1)CCC/C2=N\OC(=O)c1cc(Cl)ccc1OC	-6%	3%
CN(Cc1cccs1)C(=O)c1ccc2ccccc2c1	-3%	1%
Cc1ccsc1C(=O)OCC(=O)NC(=O)NC(C)C	-8%	-6%
CC1CCc2c(sc3nc(-c4cc5ccccc5oc4=O)nc(Cl)c23)C1 (stereo not drawn)	-4%	-11%
CCOC(=O)c1c(C)[nH]c(C)c1S(=O)(=O)N1CCC(C(=O)NCc2cccc(OC)c2)CC1	9%	5%
Clc1cccc(-c2nnc3sc(Cn4cccn4)nn23)c1Cl	0%	3%
O=S(=O)(Nc1cccc(-c2ccc(N3CCCCCC3)nn2)c1)c1ccc(F)cc1	-21%	-13%
CCc1ccc(N(CC)C(=O)CCn2cnc3onc(-c4ccc(F)cc4)c3c2=O)cc1	-27%	89µM*
CC1(C)CC(=O)C2=C(C1)OC(N)=C(C#N)C2c1ccc(-c2ccccc2)cc1 (stereo not drawn)	7%	-5%
CCSc1nc(-c2ccccc2Cl)nc2c1Cc1c(CO)cnc(C)c1O2	-4%	8%
Cc1cc(COc2ccc(S(=O)(=O)c3ccccc3)cc2)on1	-5%	5%
Cc1ccc(C2C=C(c3ccccc3)Nc3nc(NS(=O)(=O)c4ccccc4)nn32)cc1 (stereo not drawn)	-20%	-5%
O=C(C(Cc1ccccc1)N/C=C/C(=O)C(F)(F)F)N1CCN(CCc2ccccc2)CC1 (stereo not drawn)	-2%	4%
O=C(NCCS(=O)(=O)N1CCN(c2ccccc2F)CC1)C(c1ccccc1)c1ccccc1	-7%	-4%
CCOc1ccc(CNCc2ccco2)cc1OCC	5%	-1%
O=C(Nc1ccc(-c2nc3cc(NC(=O)c4ccccc4F)ccc3o2)cc1)c1ccccc1F	4%	1%
CCOC(=O)c1ccccc1NC(=O)COc1cc(=O)n(CC)c2ccccc12	-18%	-10%
CC(=O)c1cc(-c2ccccc2)n(CCC(=O)NC2CCCCC2)c1C	-3%	22%
Cc1ccc(C(=O)NCc2ccc(F)cc2)cc1NC(=O)c1nsc2ccccc12	1%	-1%
CC(C)(C)n1nnnc1SCc1csc(Nc2ccccc2)n1	11%	-7%
CCC(C)(C)C1CCC(NC(=O)Cn2nc(C)c3ccccc3c2=O)CC1 (stereo not drawn)	-8%	-7%
CCc1ccc(C(=O)Nc2cccc(-c3nc4cc(C(C)C)ccc4o3)c2)cc1	4%	-1%
Cc1ccc(C)c(-c2csc(-c3nc(-c4ccccc4)cs3)n2)c1	-14%	-11%
COc1ccc2c(c1)CC(C(=O)NCCN1CCN(c3ccccc3F)CC1)CO2 (stereo not drawn)	-3%	-1%
CCOC(=O)COc1ccc2c(=O)c(Oc3ccccc3Cl)coc2c1	1%	1%
C=CCn1c(C(=O)NCCCOC)cc2cc(S(=O)(=O)N(C)C)ccc21	-1%	-11%
COc1ccc(-c2csc(N)c2C#N)cc1	29%	7%
CC(C)CCNc1nnnc2c1sc1nc(N3CCOCC3)c3c(c12)CC(C)(C)SC3	-15%	-2%
CCCCCCCC/C=C\CCCCCCCC(=O)NCCO	?	-14%
CC(C)c1ccccc1NS(=O)(=O)c1ccc(CCC(=O)O)cc1	2%	0%
Cc1ccc(-c2ccc3cc(C)ccc3n2)cc1	-3%	-4%
COC(=O)c1ccccc1NC(=O)Cn1c(=O)n(CCCC(=O)NCc2ccccc2OC)c(=O)c2ccccc21	45%[activator]	-10%
CC(C)c1ccc(NC(=O)C2CCN(c3nc(-c4ccc(C(C)C)cc4)no3)CC2)cc1	?	-16%
O=Cc1c(Br)cc(Br)c(O)c1Br	-9%	-3%
Cc1cccc(C(=O)OC2CCCN(C)C2)c1 (stereo not drawn)	1%	1%
O=S(=O)(Nc1ccc(F)c(Cl)c1)c1ccc(Br)s1	6%	1%
CCc1ccc(OCC(=O)Nc2cc3oc4ccccc4c3cc2OC)c(Br)c1	-24%[57.5 µM]	-19%[57.5 µM]
Cc1ccc(CN(C)C(=O)Cn2cnc3c2c(=O)n(C)c(=O)n3C)o1	3%	2%
N#CC(CC(=O)N1CCCC1)(CC(=O)N1CCCC1)c1nc2ccccc2s1	-1%	2%
Cn1cc(S(=O)(=O)c2cccc(Cl)c2)c(=O)c2cc(F)c(N3CCCCC3)cc21	5%	-4%
Cc1onc(-c2ccccc2)c1-c1nnc(CSc2nnnn2C)o1	-1%	3%
O=C(Nc1cccc(F)c1)C1CCN(S(=O)(=O)c2cccc3nsnc23)CC1	9%	-7%
CCc1ccc(CNC(=O)CCc2c(C)nn(-c3ccc(N4CCCCC4)nn3)c2C)cc1	3%	4%[57.5 µM]
O=[N+]([O-])c1cccc2c(Br)[nH]nc12	-15%	-10%
Cc1cc(C)c(NC(=O)Cc2ccc(-n3c(C)nc4cccnc43)cc2)c(C)c1	17%	?
CNc1ccc(OC(F)(F)Cl)cc1	50%[activator]	-6%
COc1cc(-c2noc(CN3CCN(c4cccc(Cl)c4)CC3)n2)cc(OC)c1OC	?	-15%
CCCC1Cc2c(sc3nc(SCC(=O)c4ccc(F)cc4)nc(N)c23)CO1 (stereo not drawn)	5%	0%
Cc1cc(SCC(=O)Nc2ccccc2)nc2ccccc12	-9%	-8%
CC1CCCC(NC(=O)c2ccc(NC(=O)CC#N)cc2)C1C (stereo not drawn)	3%	-7%
Cc1cc(=O)oc2c3c(ccc12)OCN(Cc1ccccc1Cl)C3	110%[activator]	28%
CCS(=O)(=O)c1ncc(Cl)c(C(=O)N(Cc2ccccc2)c2ccc(OC)cc2)n1	?	-6%
Cc1ccc2nc(N(Cc3cccnc3)C(=O)CCS(=O)(=O)c3ccccc3)sc2c1	-10%&23%	3%&-2%
Cc1ccc(-c2[nH]c3ccccc3c2C=O)cc1C	1%	4%
Cc1cccc(NC(=O)c2nnn(CC(=O)Nc3ccc(C(C)C)cc3)c2N)c1C	-11%	-11%
CC(C)CC(=O)NCC(c1ccc2c(c1)OCO2)N1CCN(c2ccccc2F)CC1 (stereo not drawn)	-14%	7%
Cc1cccc2c(=O)cc(CSc3ccccc3NC(=O)c3cccc(Br)c3)[nH]c12	-19%	-16%[57.5 µM]
O=C(Cn1cnc2ccccc2c1=O)Nc1ccc(Cl)c(S(=O)(=O)N2CCOCC2)c1	3%	-3%
CCCOc1ccc(CN(C(=O)c2cc(=O)c3ccc(C)cc3o2)C2CCS(=O)(=O)C2)cc1 (stereo not drawn)	0%	7%[57.5 µM]
Cc1nc2ccc(C)c(C)c2s1	-12%	0%
Further structures
SMILES	AID inh	UDG counterscr
COC(=O)c1ccc(OCc2cc(Br)ccc2OC)cc1	1%	5%
CCc1ccc(CCC(=O)Nc2cccc3cccnc23)cc1	-5%	-5%
COCCn1c(-n2nc(C)c(C)c2C)nc2c1c(=O)n(C)c(=O)n2C	-3%	-9%
S=C1NN=C(c2ccccc2)C(c2ccccc2)N1 (stereo not drawn)	5%	1%
CCc1ccc(-n2nc(CO)c(C(=O)NCC(c3ccccc3)c3ccccc3)n2)cc1	-12%	2%[57.5 µM]
CCOC(=O)c1ccccc1NC(=O)CSc1nc(=O)[nH]c2c1CCC2	-17%	-7%
O=c1c2ccsc2ncn1Cc1coc(-c2cccc(Cl)c2)n1	-3%	-11%
COc1ccc(Cn2ccc3nc(C)c(C(=O)NCc4ccc(OC)cc4OC)cc3c2=O)cc1	6%	11%
CCOc1ccccc1NC(=O)CSc1nccn1Cc1ccc(F)cc1	?	-5%
COC(=O)CC(NC(=O)c1ccc2c(c1)OCCCO2)c1ccccc1 (stereo not drawn)	-7%	6%
COc1ccc(-c2csc3ncnc(Nc4cccc(OC)c4)c23)cc1	?	-11%
COc1cc(NC(=O)c2cccc(F)c2)ccc1NC(=O)c1cc2ccccc2o1	8%	12%
O=C(c1cc(-c2ccc(-c3ccccc3)cc2)nc2ccccc12)N1CCN(c2ncccn2)CC1	-10%	-4%
COc1cc(NC(=C(C#N)C#N)C(F)(F)C(F)(F)F)cc(OC)c1	8%	-4%
Cc1cnc(C(=O)NCC(c2ccccc2)c2c[nH]c3ccccc23)cn1 (stereo not drawn)	-9%	-3%
COC(=O)c1cc2sc(C)cc2n1Cc1nc(-c2ccc(C)cc2)oc1C	2%	-2%
Cc1nn(C)c2c1c(-c1ccccc1)cc(=O)n2Cc1ccc(Br)cc1F	-1%	0%
O=C(CCCCn1c(=O)c2ccccc2n(CC(=O)Nc2ccc(F)cc2F)c1=O)NCc1ccccc1Cl	11%	-7%
CCOC(=O)c1nc(N2CCOCC2)c2ccccc2n1	-3%	-2%
O=C(Cn1c(=O)n(Cc2ccc3c(c2)OCO3)c(=O)c2sccc21)N1CCCC1	-1%	1%
Cc1ccc2onc(CNC(=O)NCc3ccccc3)c2c1	-4%	3%
CCN(CC)S(=O)(=O)c1ccc2c(c1)N(CC(=O)Nc1ccc(F)cc1F)C(=O)C1CCCN21 (stereo not drawn)	-11%	3%
Cc1ccc(Oc2ccc(NC(=O)C3(C#N)CCCC3)cc2)cc1	-6%	-2%
O=C(CN1N=C(c2ccccc2)CCC1=O)NCc1ccc(F)cc1Cl	9%	2%[57.5 µM]
Cc1nnc(N2CCCC(C(=O)Nc3ccccc3C(F)(F)F)C2)c2nn(-c3ccccc3)c(C)c12 (stereo not drawn)	52%[activator]	-7%
Cc1ccc(-c2cn(-c3ccc(Cl)cc3)c(S(=O)(=O)CC(=O)Nc3ccccc3)n2)cc1	?	-9%
COC(=O)c1ccc2nc(C)cc(Nc3ccccc3C)c2c1	0%	-4%
O=C(Nc1ccccc1C(=O)NC1CCCC1)c1cccc(-n2cnnn2)c1	4%	-4%
COc1ccc(N2CCN(CCCNC(=O)c3ccc4nc(N5CCCCC5)sc4c3)CC2)cc1	-30%	-10%
COC(=O)CCc1sc(Nc2ccc(OC)cc2)nc1-c1ccc(OC)cc1	-9%	-11%

Continued (two carried over from the part before).
SMILES	AID inh	UDG counterscr
COc1ccc(N2CCN(CCCNC(=O)c3ccc4nc(N5CCCCC5)sc4c3)CC2)cc1	-30%	-10%
COC(=O)CCc1sc(Nc2ccc(OC)cc2)nc1-c1ccc(OC)cc1	-9%	-11%
CCOC(=O)N1CCC(NC(=O)c2ccc3c(c2)N(Cc2cccc(C)c2)C(=O)c2ccccc2S3(=O)=O)CC1	-9%	-4%
CC(O)CNc1nc2c(c(=O)n(Cc3ccc(Cl)c(Cl)c3)c(=O)n2C)n1C (stereo not drawn)	-13%	-10%
COc1ccccc1-c1noc(CSc2nnc(-c3ccccc3)n2-c2ccc(C)c(C)c2)n1	?	-3%
CC(=O)c1cc2c(cc1NC(=O)c1cc3ccccc3o1)OCO2	6%	1%
Cc1cc(C)c(S(=O)(=O)NCCc2sc(-c3cccnc3)nc2C)c(C)c1	60%[activator]	10%
O=C(CSc1ncnc2ccccc12)Nc1ccccc1C(=O)Nc1ccccc1	2%	-4%
Cc1ccc(NC(=O)C2CCN(c3nnc(C)c4c(C)n(-c5ccccc5)nc34)CC2)cc1Cl	-5%	?
COc1ccccc1CNC(=O)NCc1noc2ccc(C)cc12	7%	16%
Cc1ccc(-c2noc(CN(C3CCCCC3)S(=O)(=O)c3ccc(F)cc3)n2)cc1	?	-4%
COc1ccc(-c2nc3c(c(SCC(=O)N4CCCCC4)n2)Cc2c(CO)cnc(C)c2O3)cc1	?	3%
CC(C)OCc1ccc(CNC(=O)CNC(=O)C2CCCC2)cc1	-2%	0%
CC(C)(C)OC(=O)N1CCC(c2c(C(=O)N3CCN(c4ccccc4)CC3)cnn2-c2ccccc2)CC1	0%	10%
COc1ccccc1OC(C)C(=O)c1ccc(C)cc1 (stereo not drawn)	-8%	-4%
O=C(/C=C/c1ccc(Cl)cc1Cl)c1cc(Cl)ccc1O	-18%	-10%
N#CCc1nc(N)c2ccccc2n1	1%	-10%
O=C(O)CC(c1ccncc1)c1c[nH]c2ccccc12 (stereo not drawn)	91%[activator]	-19%
O=C(Cn1c(=O)nc(-c2ccccc2)c2cc(Cl)ccc21)NCCCc1ccccc1	16%	-11%
Cn1c(=O)c2c(SCC(=O)Nc3ccccc3C(F)(F)F)nc(C3CCCC3)nc2n(C)c1=O	10%	16%
COc1ccc(C(=O)Nc2noc3ccccc23)cc1	30%	-5%
Cc1cccc(NC(=O)COC(=O)CCc2nc3ccccc3s2)c1C	3%	-4%
CCc1cc2c(cc3c(=O)n(CC(=O)N4CCN(c5cc(Cl)ccc5C)CC4)ncn32)s1	7%	1%
O=C(CCCCn1c(=O)[nH]c2ccsc2c1=O)N1CCN(c2cccc(C(F)(F)F)c2)CC1	-5%	7%

By substructure, the entries above with an aryl thioether with sulfur outside any ring.
SMILES	AID inh	UDG counterscr
CCSc1nc(-c2ccccc2Cl)nc2c1Cc1c(CO)cnc(C)c1O2	-4%	8%
CC(C)(C)n1nnnc1SCc1csc(Nc2ccccc2)n1	11%	-7%
Cc1onc(-c2ccccc2)c1-c1nnc(CSc2nnnn2C)o1	-1%	3%
CCCC1Cc2c(sc3nc(SCC(=O)c4ccc(F)cc4)nc(N)c23)CO1 (stereo not drawn)	5%	0%
Cc1cc(SCC(=O)Nc2ccccc2)nc2ccccc12	-9%	-8%
Cc1cccc2c(=O)cc(CSc3ccccc3NC(=O)c3cccc(Br)c3)[nH]c12	-19%	-16%[57.5 µM]
CCOC(=O)c1ccccc1NC(=O)CSc1nc(=O)[nH]c2c1CCC2	-17%	-7%
CCOc1ccccc1NC(=O)CSc1nccn1Cc1ccc(F)cc1	?	-5%
COc1ccccc1-c1noc(CSc2nnc(-c3ccccc3)n2-c2ccc(C)c(C)c2)n1	?	-3%
O=C(CSc1ncnc2ccccc12)Nc1ccccc1C(=O)Nc1ccccc1	2%	-4%
COc1ccc(-c2nc3c(c(SCC(=O)N4CCCCC4)n2)Cc2c(CO)cnc(C)c2O3)cc1	?	3%
Cn1c(=O)c2c(SCC(=O)Nc3ccccc3C(F)(F)F)nc(C3CCCC3)nc2n(C)c1=O	10%	16%
